Mito fusion act: qHTS Assay for Small Molecule Inhibitors of Mitochondrial Division or Activators of Mitochondrial Fusion; 0.23% of 320,000 active; AID 485298, 2010; Potency, µM (doses to about 46.1 µM), without a hit: at the highest dose growth rescue (activation), most hits filed as activators; S. cerevisiae fusion-defective mutant growth rescue, CellTiterGlo 48 h; active = well fitted activation curve with a large enough effect; inconclusive = small, poorly fitted or top-dose-only effect; inactive = no such curve, though single readings can be large or run the other way;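 also: % of control where 0% means no effect; nearly all actives have a fitted effect of over 45% in size; temperature-sensitive fusion mutants such as fzo1-1 at 37 °C on non-fermentable ethanol glycerol medium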
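Yeast fusion mutant, YPEG (non-fermentable carbon), compound, 48 h at 37C non-permissive; CellTiterGlo added, 10 min RT, luminescence read. Rescued growth = division inhibition.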
BCR signal inh: qHTS Assay to Find Inhibitors of Chronic Active B-Cell Receptor Signaling. 0.05% of 340,000 active. Potency, µM (highest dose often 46.1 µM), for inactives: at the top dose ratio change, negative = lower green/red ratio, hits mostly inhibitors. ABC-DLBCL IkBa-CBG/CBR reporter, luminescence ratio, 4 h. AID 493014, 2011; active = well fitted inhibition curve with a large enough effect in the signal ratio, with a control signal flat, not every such curve was filed as active; inconclusive = small, poorly fitted or top-dose-only effect, or effect the other way, or a change in a side signal; the % refers to the signal ratio;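 also: plate controls were basal doxycycline-induced cells for no effect and cells given 10 µM MG132 for full effect; MG132 reads +100%, hits lower the ratio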
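Compounds up to 46 uM were incubated four hours with TMD8 cells whose green CBG68 luciferase is fused to IkappaBalpha; red CBR luminescence normalised the signal, and concentration-effect curves were fitted to fusion, red and ratio data.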
* marks the source's active call; other numbers are inactive results; ? = inconclusive; . = no result given. Potency is read from the fitted curve at half-maximal effect.

SMILES | Mito fusion act | BCR signal inh
CCOC(=O)C1=C(C)NC2=C(C(=O)CCC2)C1c1ccsc1 (centres undefined) | 1.3% | .
c1ccc(C2=Nc3ccccc3SC2c2nc3ccccc3[nH]2)cc1 (centres undefined) | 5.0% | .
CCCCn1c(=O)nc2n(-c3ccc(Br)cc3)c3ccccc3cc-2c1=O | . | -1.2%
CCCCN(CCCC)CCNC(=O)c1cc(=O)[nH]c2ccc(S(=O)(=O)N3CCCCCC3)cc12 | . | -3.0%
CCCOc1ccc(C2C(=O)N(C3CCCCC3)CC(=O)N2CCC2=CCCCC2)cc1OC (centres undefined) | . | -1.7%
O=C(NC1CCCCC1)c1ccc2c(c1)N(Cc1ccccc1F)C(=O)c1ccccc1S2 | . | 1.9%
CCCCN(CC)C(=O)CSc1nc2c(sc3ccccc32)c(=O)n1CCc1ccccc1 | . | -3.6%
CCOc1cccc(CC(=O)Nc2ccc3nc(N4CCCCC4)cc(C)c3c2)c1OCC | . | -4.1%
CC1=C(C(=O)Nc2ccccc2C)C(c2cccs2)n2nc(SCc3cc(C)ccc3C)nc2N1 (centres undefined) | . | -8.7%
O=C(NCc1cccnc1)C1CCN(Cc2cc3ccccc3n2Cc2cccc(Cl)c2)CC1 | . | ?

Quoted at random: two compounds from above.
SMILES | Mito fusion act | BCR signal inh
O=C(NCc1cccnc1)C1CCN(Cc2cc3ccccc3n2Cc2cccc(Cl)c2)CC1 | . | ?
CCCCN(CCCC)CCNC(=O)c1cc(=O)[nH]c2ccc(S(=O)(=O)N3CCCCCC3)cc12 | . | -3.0%

Further results follow.
SMILES | Mito fusion act | BCR signal inh
O=C(Nc1ccc(Br)cc1)c1cc(S(=O)(=O)N2CCc3ccccc32)ccc1F | . | ?
Cc1cc(C)c(NC(=O)CN2C(=O)c3cccnc3Oc3ccc(C)cc32)c(C)c1 | . | -28.9%
COc1ccccc1-n1ncc2c(=O)[nH]c(SCC(=O)Nc3cccc(F)c3)nc21 | . | ?
CCC(C)n1c(SCc2ccc(F)cc2Cl)nc2ccsc2c1=O (centres undefined) | . | -13.5%
COc1ccc(C2C(=O)N(C3CCCCCC3)CC(=O)N2Cc2ccc(C)cc2)cc1OC (centres undefined) | . | ?
Oc1c(C(c2ccccc2Cl)N2CCN(Cc3ccccc3)CC2)sc2nc(-c3ccco3)nn12 (centres undefined) | . | ?
Fc1ccc(-n2ncc3c(NCCCN4CCOCC4)ncnc32)cc1 | . | ?
Cc1ccc(CC(=O)Nc2ccc3c(c2)N(C)C(=O)c2ccccc2S3)cc1 | . | ?
CCC(=O)N1CCc2cc(CNC(=O)c3ccc(OC)cc3)ccc21 | . | ?
Cc1cccc(CCNC(=O)c2ccc3c(c2)N(Cc2ccccc2F)C(=O)c2ccccc2S3)c1 | . | 14.7%
Cc1ccc(NC(=O)Cn2c(=O)n(Cc3ccccc3)c(=O)c3c2c2cc(C)ccc2n3C)cc1 | . | -5.8%
O=C(Cc1ccccc1)N(Cc1cccnc1)c1nc2c(Cl)cccc2s1 | . | ?
COc1cc(OC)c(-c2cc(C(=O)NCc3ccc(F)cc3)c3c(-c4ccccc4)[nH]nc3n2)cc1OC | . | -4.4%
CCc1cccc(C)c1NC(=O)c1cc(S(=O)(=O)N2CCN(c3ccccc3)CC2)ccc1F | . | -15.0%
CC(=O)c1ccc(NC(=O)Cn2c(-n3nc(C)cc3C)nc(C)c(C)c2=O)cc1 | . | 0.9%
COCCCNC(=O)CSC1=Nc2ccccc2C2=NC(CCC(=O)NCc3ccccc3OC)C(=O)N12 (centres undefined) | . | 13.6%
O=C(CCSCc1ccccc1Cl)NCc1ccc(F)cc1Cl | . | -1.8%
CC(C)CCn1c(SCc2c(F)cccc2Cl)nc2ccsc2c1=O | . | 10.3%
CCCCNC(=O)c1ccc2c(c1)ncn2-c1cc(OC)ccc1OC | . | -4.4%
CCCCNC(=O)CSc1nc2n[nH]c(C)c2c(=N)n1-c1ccccc1CC | . | ?
O=C(Nc1cccc(Cl)c1Cl)c1cc(S(=O)(=O)N2CCCc3ccccc32)ccc1F | . | -3.9%
CC1CCN(c2ncnc3c2cnn3-c2ccc(F)cc2)CC1 | . | 5.2%
O=C(Cn1nc(-c2ccccc2)nc(Cc2ccccc2)c1=O)Nc1ccccc1 | . | 24.3%
CCCCCCOc1ccc(C2C(=O)N(C3CCCCC3)CC(=O)N2C2CCCCC2)cc1 (centres undefined) | . | 5.7%
CCN(c1cccc(C)c1)S(=O)(=O)c1ccc(N2CCCCS2(=O)=O)cc1 | . | 8.4%
Cc1nc2ccccc2n1CCc1nc2c3ccccc3nc(SCc3ccc(F)cc3)n2n1 | . | 8.2%
O=S(=O)(NCC(c1ccco1)N1CCOCC1)c1cc(F)ccc1F (centres undefined) | . | -1.5%
COc1ccc(N2CC(NC(=O)C3CC3)CC2=O)cc1OC (centres undefined) | . | 1.0%
Cc1ccc(N2CC(NC(=O)C3CCCC3)CC2=O)cc1C (centres undefined) | . | 4.0%
COc1ccc(-c2nc3sc(CCNC(=O)C(=O)Nc4ccccc4C#N)c(C)n3n2)cc1 | . | 7.7%

Single values from above.
c1ccc(C2=Nc3ccccc3SC2c2nc3ccccc3[nH]2)cc1 (centres undefined) in Mito fusion act has 5.0%
O=S(=O)(NCC(c1ccco1)N1CCOCC1)c1cc(F)ccc1F (centres undefined) in BCR signal inh has -1.5%
Cc1cc(C)c(NC(=O)CN2C(=O)c3cccnc3Oc3ccc(C)cc32)c(C)c1 in BCR signal inh has -28.9%
CCOc1cccc(CC(=O)Nc2ccc3nc(N4CCCCC4)cc(C)c3c2)c1OCC in BCR signal inh has -4.1%
CC(C)CCn1c(SCc2c(F)cccc2Cl)nc2ccsc2c1=O in BCR signal inh has 10.3%

(more compounds)
SMILES | Mito fusion act | BCR signal inh
Oc1c(C(c2ccccc2Cl)N2CCC(O)CC2)sc2nc(-c3ccco3)nn12 (centres undefined) | . | ?
O=C(NCCc1ccc(Cl)cc1)C(=O)NCC(c1ccco1)S(=O)(=O)c1ccc(Cl)cc1 (centres undefined) | . | ?
CN1CCN(C(c2ccccc2)c2sc3nc(-c4ccco4)nn3c2O)CC1 (centres undefined) | . | -8.5%
CCCc1cnc2c(c1SCc1ccc(C(F)(F)F)cc1)c(=O)n(C)c(=O)n2C | . | -0.3%
O=C(CSc1nnc(-c2ccc(Cl)cc2)c(-c2ccc(Cl)cc2)n1)NC1CCCC1 | . | ?
COc1cccc(C(=O)NC(c2ccc(Cl)cc2)c2cc(Cl)c3cccnc3c2O)c1 (centres undefined) | . | -2.6%
Cc1cc(=O)n(CC(=O)Nc2ccc([N+](=O)[O-])cc2)c(-n2nc(C)cc2C)n1 | . | -0.8%
O=C(Cn1ccc2cc(S(=O)(=O)N3CCCCC3)ccc21)NCc1ccccc1Cl | . | -0.4%
CCC(=O)N1CCc2cc(CNC(=O)c3ccc(F)cc3)ccc21 | . | -9.9%
Cc1cccc(-n2ncc3c(Nc4ccc(C)c(Cl)c4)ncnc32)c1 | . | 2.1%
O=C1CC(c2ccc(Cl)cc2)N=C(NC(=O)c2ccccc2)N1 (centres undefined) | . | ?
CCC1CCCCN1C(=O)c1c[nH]c2ccc(S(=O)(=O)Nc3cccc(OC)c3)cc2c1=O (centres undefined) | . | -0.5%
CCN1CCN(c2ncnc3c2cnn3-c2ccc(F)cc2)CC1 | . | 3.1%
Fc1ccc(-n2ncc3c(N4CCN(Cc5ccccc5)CC4)ncnc32)cc1 | . | 5.3%
Cc1cnc(=O)[nH]c1SCC(=O)Nc1nc2ccccc2s1 | . | 14.0%
COc1ccc(OC)c(NCc2cccn2-c2nnc(N3CCC(C)CC3)s2)c1 | . | ?
Cc1ccc(C2=NN(CC(=O)NC(C)c3ccccc3)C(=O)CC2)cc1 (centres undefined) | . | -16.7%
O=C(CCC1N=C2c3ccccc3N=C(SCC(=O)Nc3ccc(F)cc3)N2C1=O)NCc1ccco1 (centres undefined) | . | -1.1%
CCN(c1ncnc2c1cnn2-c1cccc(Cl)c1)C1CCCCC1 | . | 9.6%
CCOc1cc2[nH]c(=O)n(Cc3ccc(C(=O)N4CCN(c5cccc(Cl)c5)CC4)cc3)c(=O)c2cc1OCC | . | -1.2%
CCN(CC)S(=O)(=O)c1ccc2c(c1)N(CC(=O)N1CCN(c3cccc(C(F)(F)F)c3)CC1)C(=O)CO2 | . | 19.9%
COc1ccc(C)cc1Nc1ncnc2c1c(-c1ccccc1)cn2-c1ccc(C)cc1 | . | ?
O=C(Nc1ccc(F)c(F)c1)c1cc(S(=O)(=O)NC2CCCC2)ccc1F | . | ?
COc1ccc(-n2c(C)nc3cc(C(=O)NC4CCCC4)ccc32)cc1 | . | ?
CCOc1ccccc1NC(=O)Cn1c(=O)n(-c2ccc(C)c(C)c2)c(=O)c2c(C)c(C(=O)N(C)C)sc21 | . | -3.9%
Cc1ccc(-c2nnc(SCC(=O)NC(C)(C)C)nc2-c2ccc(C)cc2)cc1 | . | 11.7%
CCOc1ccc(NC(=O)CSc2nnc(NC(=O)Nc3ccccc3)s2)cc1 | . | -0.6%
CCOc1ccc(-n2c(SCC(=O)NCc3ccccc3)nc3n[nH]c(C)c3c2=N)cc1 | . | -8.1%
Cc1ccc(NC(=O)CSc2nc3n[nH]c(C)c3c(=N)n2-c2cccc(C)c2)cc1 | . | -0.4%
CNC(=O)CSc1nnc(NC(=O)Nc2ccccc2)s1 | . | -10.5%

Shown as tab-separated lines: part of the list above.
compound	Mito fusion act	BCR signal inh
COc1cc(OC)c(-c2cc(C(=O)NCc3ccc(F)cc3)c3c(-c4ccccc4)[nH]nc3n2)cc1OC	.	-4.4%
CCc1cccc(C)c1NC(=O)c1cc(S(=O)(=O)N2CCN(c3ccccc3)CC2)ccc1F	.	-15.0%

Remaining list, next part
SMILES | Mito fusion act | BCR signal inh
CCOC(=O)c1c(S(=O)(=O)N2CCC(C(=O)N3CCN(c4cc(C)ccc4C)CC3)CC2)c(C)n(C)c1C | . | -11.4%
CC(=O)c1cccc(NC(=O)c2noc3c2CC(C)CC3)c1 (centres undefined) | . | ?
Cc1cc(NC(=O)CSc2ncc(C(=O)Nc3ccc(F)cc3)c(=O)n2C)no1 | . | ?
O=C(NC1CC(=O)N(c2ccc3c(c2)OCCO3)C1)c1c(F)cccc1Cl (centres undefined) | . | -27.6%
CN(C)c1ccc(NC(=O)Cn2c(SCc3ccc(F)cc3)nc3cccnc32)cc1 | . | ?
COc1cccc(C(c2sc3nc(-c4ccco4)nn3c2O)N2CCCC2)c1 (centres undefined) | . | 26.8%
COc1ccc(NS(=O)(=O)c2ccc3[nH]c4c(c3c2)CCCC4)cc1OC | . | -7.8%
Cc1cncn1CCc1nc2c3ccccc3nc(SCC(=O)Nc3ccccc3F)n2n1 | . | -12.1%
CCOc1ccc(-c2nc(CSCC(=O)N3CCN(c4ccc(F)cc4)CC3)c(C)o2)cc1 | . | -1.4%
COc1ccc(-n2cnc3cc(C(=O)NCCC4=CCCCC4)ccc32)cc1 | . | ?
Cc1c(-c2ccc(Br)cc2)c(=O)oc2ccc(OC(=O)N3CCOCC3)cc12 | . | 14.5%
CCS(=O)(=O)NCCc1csc2nc(-c3ccc(OC)cc3)nn12 | . | -8.2%
Cc1cc(=O)[nH]c2nnc(SCC(=O)Nc3ccc(OC(F)(F)F)cc3)n12 | . | ?
Cc1ccc(-c2nnc(Nc3ccc(Br)cc3)c3ccccc23)cc1S(=O)(=O)N1CCOCC1 | . | ?
O=C(CSc1nnc2[nH]c(=O)cc(-c3ccccc3)n12)Nc1cc(C(F)(F)F)ccc1Cl | . | -12.8%
COc1ccc(CCNS(=O)(=O)c2ccc(F)c(C(=O)Nc3ccc(Cl)cc3)c2)cc1OC | . | ?
CC(=O)c1ccc(S(=O)(=O)N2CCn3cccc3C2c2ccc(F)c(F)c2)cc1 (centres undefined) | . | 7.7%
CCN(CCCNC(=O)CN1N=C(c2ccc(C)cc2)CCC1=O)c1ccccc1 | . | ?
CCc1ccc(-c2ccc3nnc(SCC(=O)Nc4cccc(C(C)=O)c4)n3n2)cc1 | . | ?
Cc1ccc(CCNC(=O)c2ccc(CS(=O)(=O)Cc3cccc(C)c3)o2)cc1 | . | -0.4%
Cc1ccc2c(c1)sc1nc(-c3cc4cc(Cl)ccc4oc3=O)cn12 | . | ?

A draw from above in order of length of the SMILES, low to high:
SMILES | Mito fusion act | BCR signal inh
Cc1ccc2c(c1)sc1nc(-c3cc4cc(Cl)ccc4oc3=O)cn12 | . | ?
Cc1ccc(CCNC(=O)c2ccc(CS(=O)(=O)Cc3cccc(C)c3)o2)cc1 | . | -0.4%
O=C(CSc1nnc2[nH]c(=O)cc(-c3ccccc3)n12)Nc1cc(C(F)(F)F)ccc1Cl | . | -12.8%

Assay outcomes: PubChem BioAssay, National Center for Advancing Translational Sciences (NCATS)

This is a subset, so the mix of outcomes need not match the whole.
